# Assay outcomes (PubChem)
# T cell modulator – modulators of CD8 T cell-vesicle binding, primary screen, mouse 2C CD8+ T cells, flow cytometry; 2C CD8+ T cell-vesicle binding; active compounds read low; calls only at 7 µM; hit rate 0.068% among 330,000;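 active means response, share of CD8 T cells binding vesicles, and their 90th percentile fluorescence all below set limits, cut at about 80% in these data, passing the limit was not always enough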
#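 Test system: purified 2C TCR transgenic mouse naive CD8+ T cells. Probe or stimulus: QL9-peptide-loaded Drosophila micro-vesicles bearing Ld, ICAM-1 and B7-1. Incubation: binding step 1.5 h, 37 °C, antibody labelling 20 min, ice. Measured by: flow cytometry of vesicle-bound cells.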
# Lipid droplet – inhibitors of hepatocyte lipid droplet formation, primary screen, imaging, high-throughput imaging, BODIPY stain; hit rate 0.4% among 240,000; inhibition, % at 6.5 µM; AML12 mouse hepatocytes, oleate lipid droplets;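 active means lipid droplet intensity inhibited by at least 50%, with more than 500 cells counted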
#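 System: AML12 hepatocytes (mouse). Probe or stimulus: oleic acid at 100 µM to induce lipid droplet formation. Times: overnight treatment with compound plus oleate. Detection: Image-based BODIPY and DAPI two-channel analysis. Evaluation: percent inhibition of filter-corrected integrated lipid droplet intensity per well.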
# Myeloid diff MLP – induction of myeloid progenitor differentiation, primary screen, cell-based, flow cytometry, MLPCN library. ER-HoxA9 myeloid progenitors, lysozyme-GFP differentiation. AID 624256, 2012. hit rate 1% among 360,000. calls only at 10 µM;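 active means normalized GFP-positive differentiation at or above the plate's own cutoff, the solvent-only control mean plus 3 SD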;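 further: cells exposed to compound for four days before flow analysis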
# bCat nuc transl – modulators of beta-catenin nuclear translocation, primary screen, imaging, HeLa cells, immunofluorescence, high-content; nuclear translocation activity, % at 5 µM; hit rate 0.3% among 190,000;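 active means nuclear translocation activity above 50% at 5 µM, with a well cell count of 50 or more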;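 further: per-cell ratio of nuclear to cytoplasmic median beta-catenin stain intensity; plate controls were DMSO negative control for no effect and GSK-3 inhibitor IX positive control for full effect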
#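 Test system: human HeLa cells, native beta-catenin. Compound dosing: 5 µM primary single dose, 0.1% DMSO, 0.02–20 µM confirmation series. Incubation: compound exposure 24 h at 37°C. Detection: beta-catenin immunostaining with DAPI counterstain, 20x imaging, 6 fields/well. Read-out basis: Nuclear/cytoplasmic beta-catenin signal ratio, % activation.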
# Dynein transport – inhibitors of GR-EGFP nuclear translocation, primary screen, dynein cargo transport inhibitor project, imaging, high-content, 3617.4 mouse cells. test concentration mostly 20 µM; stimulated with dexamethasone, 1 µM; active compounds read low. hit rate 0.47% among 220,000. z-score, hits read low. AID 1381, 2008;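 active means plate z-score of nuclear minus cytoplasmic receptor signal below a set negative limit, without overly bright fluorescence or cell loss, cut at about -3.5 in these data, passing the limit was not always enough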;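 further: z-score of nuclear minus cytoplasmic ring GR-EGFP intensity difference per well; some compounds called inactive have numbers as strong as hits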
#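 Buffer or medium: Induction medium lacking tetracycline, stripped serum | Also added: Dexamethasone agonist, 1.0 µM final, for 30 min | Timing: 48 h induction, 1 h compound, 30 min dex at 37 °C | Detection: Formaldehyde fixation, Hoechst nuclear stain, 10x automated fluorescence imaging | Measure: Nuclear versus cytoplasmic GR-EGFP signal, averaged per well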
# Insulin prom up – insulin promoter activators in MIN6 cells, imaging, high-content screening, mouse beta cells; AID 1625, 2009; z-score at 5 µM; MIN6 insulin promoter-GFP reporter; active compounds read high; hit rate 0.3% among 190,000;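 active means z-score above 3 at 5 µM with at least 500 cells counted in the well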
# MT stabilizer – microtubule stabilizers in HeLa cells, primary screen, imaging, high-content imaging | AID 2205, 2009 | HeLa tubulin immunostaining HCS, 24 h; share of cells brighter than vehicle mean+2SD | % tubulin-high responders, % at 10 µM | hit rate 0.83% among 200,000;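 active means plate Z-score above 3 for both tubulin-high and condensed-nucleus cell shares, with cell loss under 80%, at 10 µM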;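 further: anti alpha tubulin signal scored within the nucleus-defined area of each cell; some results filed as inactive read as strong as hits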
# PMI inhibitors – inhibitors of human PMI, primary screen, biochemical, fluorescence intensity, coupled assay (AID 1209); Mannose-6-phosphate isomerase (Homo sapiens); purified PMI enzyme, coupled fluorescence intensity; higher % means a stronger effect; inhibition, % at 20 µM, or IC50 in µM where a hit was titrated; hit rate 0.42% among 190,000; in the data active means inhibition above about 50%;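 further: plate controls were DMSO vehicle for no effect and wells lacking substrate for full effect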
# TNAP activators – human TNAP enzyme activators, primary screen, biochemical, luminescent, no phosphate acceptor, uHTS (AID 1001); purified TNAP, luminescent activation assay, no phosphate acceptor; higher activation fold means a stronger effect; one-dose activation fold at 20 µM; EC50 in µM for titrated hits; hit rate 0.03% among 200,000; in the data active means activation fold from about 3, or a potency from the dose series; inactive means the rest, 99 in 100 with activation fold below about 1.6; further: many of its hits are not listed in these tables
# Dynein transport cytoplasmic EGFP – further read-out of Dynein transport, marked with its call; z-score; measured here: cytoplasmic GR-EGFP intensity; active compounds read high
# Dynein transport nuclear GR-EGFP – also measured in Dynein transport; calls as there; z-score; measured here: nuclear GR-EGFP intensity;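 lower value marks the stronger effect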
# Dynein transport cell count – further read-out of Dynein transport, marked with its call; z-score; measured here: cell count per field
# Insulin prom up cell count – also measured in Insulin prom up; calls as there; cell count; measured here: cytotoxicity, nuclei count;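 total cells summed across four imaged fields per well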
# Lipid droplet cells 6.5 µM – also measured in Lipid droplet; calls as there; cell count; measured here: cell count, cytotoxicity flag;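 cells counted across two imaged fields per well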
# bCat nuc transl cell count 5 µM – recorded beside bCat nuc transl, whose call it bears; cell count; measured here: cell count, cytotoxicity flag
# T cell modulator vesicle-bound % – second read-out of T cell modulator, no call of its own (marks repeat the call); double positive events, %; measured here: CD8+ vesicle-bound cell fraction;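 binding gate set so that unloaded-vesicle control wells show 10% double positive cells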
# MT stabilizer Hoechst-high % – further read-out of MT stabilizer, marked with its call; % Hoechst-high responders; measured here: nuclear condensation Hoechst responders;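 share of cells brighter than vehicle mean plus two SD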
# MT stabilizer cytotoxicity % – recorded beside MT stabilizer, whose call it bears; toxicity, %; measured here: cytotoxicity by cell density;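 0% = mean cell density of plate MIN control wells and 100% = no cells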
# Myeloid diff MLP GFP+ MAC1+ % – further read-out of Myeloid diff MLP, marked with its call; GFP+ MAC1+ double positive, %; measured here: differentiation confirmed by MAC1 staining
# * marks the source's active call; other numbers are inactive results; i = inactive; x = not tested or not shown; + = active, no number.
SMILES,T cell modulator,T cell modulator vesicle-bound %,Lipid droplet,Lipid droplet cells 6.5 µM,Myeloid diff MLP,Myeloid diff MLP GFP+ MAC1+ %,bCat nuc transl,bCat nuc transl cell count 5 µM,Dynein transport,Dynein transport cytoplasmic EGFP,Dynein transport nuclear GR-EGFP,Dynein transport cell count,Insulin prom up,Insulin prom up cell count,MT stabilizer,MT stabilizer Hoechst-high %,MT stabilizer cytotoxicity %,PMI inhibitors,TNAP activators
Cc1cc(=O)[nH]c(=S)[nH]1,i,42.3,-4.5,721,i,2.3,x,x,-0.491,-0.302,0.255,0.523,x,x,2.4,2.3,5.1,3.1%,1.1
CC(=O)Cc1nsc(NC(=O)c2cccs2)n1,i,21.1,x,x,i,1.3,2.2,1461,-1.04,-0.121,-0.34,0.496,0.7,1411,2.9,1.0,4.9,-8.0%,1.1
N#Cc1ccc(OCC(=O)Nc2cc(S(=O)(=O)N3CCOCC3)ccc2N2CCOCC2)cc1,i,46.0,-3.8,723,i,0.1,-0.3,1333,2.11,-0.186,1.04,-1.23,-0.22,1043,x,x,x,x,x
CCCCCCc1cc2cc(-c3nnc(-c4ccccc4OC)o3)c(=O)oc2cc1O,i,30.6,19.2,766,+,16.6*,11.6,806,-0.446,33.1,3.27,0.74,8.91*,699*,2.9,2.7,1.3,7.4%,0.9
CCn1c(COc2ccc3c(c2)CCCC3)nnc1SCC(=O)Nc1nccs1,i,49.4,25.9,744,i,0.5,-1.3,1028,0.112,-0.233,-0.626,0.892,0.02,1384,2.3,1.4,0.3,9.6%,1
Oc1[nH]c2ccccc2c1OCc1ccncc1,i,32.3,x,x,i,0.8,-2.8,994,2.65,-0.25,1.72,-0.842,x,x,1.7,2.2,6.3,-2.9%,1.1
COc1cccc2cc(C(C)N(CCCN3CCOCC3)C(=S)Nc3ccc(C)cc3)oc12 (stereo not drawn),i,31.2,15.7,770,i,0.0,2.3,1007,-0.917,0.513,-0.542,-0.168,-0.82,1179,1.8,1.4,2.8,4.4%,1.1
CCn1c(CCCNC(=O)c2cccs2)nc2ccccc21,i,39.6,0.1,673,i,1.3,-0.3,1108,-0.275,-0.247,0.0346,0.309,-1.48,1741,3.4,4.5,10.9,2.9%,1.1
O=C1CCn2nc(-c3ccc(Cl)cc3)cc2N1,i,21.6,0.9,682,i,2.5,9.9,593,0.0932,-0.188,0.281,0.162,x,x,4.8,2.9,14.2,17.8%,1.1
O=C(NN1C(=O)C2C3C=CC(C3)[C@H]2C1=O)c1cccnc1 (stereo partly drawn),i,38.9,4.0,540,i,0.6,-2.1,1139,-1.15,-0.257,-0.61,0.61,0.5,1456,2.7,3.2,12.4,14.3%,1
CC(C)N(C(=O)CSc1nn2c(=O)c(C(C)(C)C)nnc2s1)c1ccccc1,i,26.8,x,x,i,0.5,-6.7,825,-1.43,-0.21,-0.478,1.04,1.73,1292,6.0,3.1,4.0,-3.3%,1
Cc1nnc(SCc2nnc(-c3ccccc3Br)o2)s1,i,32.8,1.8,730,i,0.8,-0.2,1067,-0.739,-0.305,0.35,-0.524,-0.21,1234,1.6,1.4,5.6,0.5%,1.1
ClC1(Cl)CC1CSc1nc2ccccc2[nH]1 (stereo not drawn),i,44.2,-2.8,714,i,0.7,0.8,1102,0.264,-0.23,0.209,0.779,1.05,1232,4.3,1.7,4.3,1.0%,1.4
COc1ccc(-n2c(C(C)(C)C)csc2=Nc2c(C)n(C)n(-c3ccccc3)c2=O)cc1,i,59.3,11.1,661,i,0.8,-1.4,949,-0.485,-0.276,-0.176,0.1,0.21,1274,6.1,2.8,7.4,7.3%,1.2
CCC(=O)N(Cc1cc2c(C)cc(C)cc2[nH]c1=O)C1CCCCC1,i,4.0,x,x,i,0.5,1.2,726,0.535,-0.287,0.27,-0.761,-0.47,1241,4.5,3.9,7.6,-4.2%,1.1
CN1C(=O)/C(=C/C=C2\SCCN2C)N(C)C1=S,x,x,-31.4,682,i,0.3,-0.4,1059,-0.22,-0.299,-0.553,-0.771,-0.38,1220,3.7,1.6,6.0,45.3%,0.6
Cn1c(C(=O)N2CCN(Cc3ccccc3)CC2)cc2c(=O)n(C)c3ccccc3c21,i,61.4,x,x,i,3.7,x,x,-1.18,-0.206,-0.503,0.931,-0.89,1039,3.7,3.0,9.6,-21.2%,1.2
Cc1nn(C)c(Oc2ccc(Cl)cc2)c1C=O,i,35.7,x,x,i,0.8,-0.1,1431,0.371,0.0561,0.97,-0.174,0.76,1403,2.4,1.7,3.4,-7.2%,1.1
COc1ccc(NC(=S)N2CCN(C(c3ccccc3)c3ccccc3)CC2)c(OC)c1,i,48.3,-14.9,721,i,0.0,2.3,993,2.5,0.214,2.33,-2.12,-1.83,816,1.1,0.8,0.7,1.8%,1.2
CCNC(=O)COc1cc(C)c(Br)c(C)c1,i,52.8,4.0,714,i,0.4,0.6,1129,0.311,-0.312,0.646,-0.989,0.95,1586,3.2,2.8,9.0,-6.4%,0.9
CCOc1ccc(N2CC(C(=O)Nc3cccc(S(=O)(=O)N4CCCCC4)c3)CC2=O)cc1 (stereo not drawn),i,51.0,-13.6,695,i,0.2,-0.4,1118,-0.45,-0.39,-0.328,1.52,-0.38,1245,2.5,2.3,8.2,1.7%,1.2
Cn1cnc2c1c(=O)n(Cc1cccc(Br)c1)c(=O)n2C,i,35.4,0.8,728,i,0.7,-1.1,967,-0.273,-0.252,-0.157,0.121,-0.2,1374,4.7,2.1,6.8,4.1%,1.1
O=C(c1c[nH]c2ccc(F)cc2c1=O)N1CCCCCC1,i,22.8,3.9,644,i,1.8,0.5,587,-0.145,-0.2,-0.275,0.469,x,x,5.5,2.1,5.3,-1.0%,1.1
COC(=O)C1CCN(C(=O)c2ccccc2NC(C)=O)CC1,i,10.7,-4.8,616,i,0.8,0.8,946,0.69,-0.392,0.153,-0.148,-0.02,1198,2.6,2.7,9.0,8.2%,1.1
O=C(NC(=S)Nc1ccccc1N1CCCC1)c1ccc([N+](=O)[O-])cc1,i,27.8,27.9,665,i,0.1,6.0,992,-0.495,0.121,-0.329,0.622,-0.36,1131,2.6,2.5,5.2,17.4%,1.2
OCCC1CN(Cc2ccccc2O)CCN1CCc1ccccc1 (stereo not drawn),i,3.1,-0.6,672,i,0.0,-1.8,1050,-0.51,-0.31,-0.186,0.659,-0.67,1425,2.4,1.1,2.7,-9.2%,1.1
COc1ccccc1NC(=O)N1CCN(c2ccc(F)cc2)CC1,i,21.8,-8.8,724,i,0.5,x,x,0.451,-0.244,0.18,0.841,x,x,3.6,1.8,0.2,8.2%,1
Cc1cc(OC(=O)c2ccco2)c(Sc2ccccc2[N+](=O)[O-])c(=O)o1,x,x,7.1,669,i,0.3,-0.9,1043,1.23,-0.0306,0.2,-2.35,0.32,1342,3.3,3.1,2.9,-33.9%,1.1
O=C(Cn1cnc2c(cnn2-c2ccccc2Cl)c1=O)N1CCc2ccccc21,i,30.1,x,x,i,1.9,-3.4,985,-0.106,-0.189,0.224,-0.642,-0.41,1400,4.8,3.5,6.4,-7.8%,1
O=C(CCc1ccccc1)NC(NC(=S)Nc1ccc(Cl)cc1)C(Cl)(Cl)Cl (stereo not drawn),i,16.3,-8.1,755,x,x,0.7,1176,1.84,0.034,1.67,-0.738,-0.49,898,1.8,1.5,8.7,-1.3%,1
CCC(CC)c1nnc(NC(=O)[C@@H](NC(=O)c2cccc(C)c2)C(C)C)s1,i,57.3,8.7,637,i,0.3,-0.7,1126,-0.175,-0.218,0.11,-0.91,0.28,1559,4.2,3.3,3.2,18.1%,1
COc1ccc(-c2ccc(=O)n(CC(=O)Nc3ccc(C(=O)NC4CC4)cc3)n2)cc1OC,i,13.5,x,x,i,0.6,0.8,1417,-0.357,-0.196,-0.804,0.626,-0.41,1628,3.4,1.5,1.4,7.6%,1.1

# Copied from the list.
# Cn1cnc2c1c(=O)n(Cc1cccc(Br)c1)c(=O)n2C – Lipid droplet = 0.8
# O=C(Cn1cnc2c(cnn2-c2ccccc2Cl)c1=O)N1CCc2ccccc21 – MT stabilizer cytotoxicity % = 6.4
